Screens (PubChem)
CHO-K1 Ca ag: nonselective activator or artifact in parental CHO-K1 cells; Fluo-8 calcium fluorescence; scaled to maximal ATP response, vehicle zero; activation, % at 3 µM; 0.48% of 360,000 active; in the data active means activation above about 15%;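 further: untransfected CHO-K1 host cells lacking M1 receptor as counterscreen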
CHO parental Ca: counter-screen: ATP calcium response change in parental CHO cells | 0.63% of 330,000 active | inhibition, % at 5.6 µM | parental CHO-K1, ATP-induced calcium, Fluo-8 fluorescence;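 active means inhibition above that plate's mean sample inhibition plus 3 SD, cut at about 26% in these data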;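 further: 0% = ATP-challenged DMSO wells and 100% = DMSO wells without ATP; some compounds past the cut are filed as inactive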
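Measured by: calcium-sensitive Fluo-8 fluorescence / Test system: CHO parental line / Controls: ATP-challenged DMSO wells low, unchallenged DMSO wells high / Measure: % inhibition / Compound: single nominal dose of 5.6 µM per compound / Replicates: single well per compound, no replicates / Reagent: ATP as calcium-mobilizing challenge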
TAAR1 ag: human TAAR1 agonism | CHO RD-HGA16 TAAR1, Fluo-8 calcium fluorescence; vehicle wells 0%, saturating PEA agonist 100% | activation, % at 3 µM | 0.99% of 360,000 active;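 active means activation above the mean activation of all test compounds in the run plus 3 SD, cut at about 38% in these data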
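Test system: RD-HGA16 (CHO) cells co-expressing Gα16 and hTAAR1; dosing: one-point dosing at 3 µM (nominal); timing: 17-24 h seeding, 75 min 37 °C dye, 30 min RT; signal: kinetic Fluo-8 calcium fluorescence; read-out basis: % activation relative to PEA EC100 response; controls: DMSO and PEA EC100; replicates: n 1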
CHO-K1 Ca antag: nonselective inhibitor or artifact in parental CHO-K1 cells; ATP-induced calcium, Fluo-8 fluorescence; inhibition, % at 3 µM; 0.6% of 360,000 active; AID 602250;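 active means inhibition above a per-plate cutoff, the plate's mean sample inhibition plus 3 SD, cut at about 24% in these data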;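 further: 0% = DMSO plus EC80 ATP and 100% = DMSO alone without ATP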
CHO-K1 Ca PAM: M1 PAM counterscreen hit in parental CHO-K1 cells; 0.02% of 360,000 active; ATP EC20, Fluo-8 calcium fluorescence; 0% at ATP EC20, 100% at ATP max; activation, % at 3 µM;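 active means activation above the run cutoff, the mean activation of all test compounds plus 3 SD, cut at about 40% in these data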;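 further: peak over basal fluorescence ratio in a 140 s read after ATP addition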
M1 antag: blocks human M1 muscarinic receptor. P11229. CHO-K1 hM1, Fluo-8 calcium fluorescence, ACh EC80 antagonist. inhibition, % at 3 µM. 1.3% of 360,000 active. AID 588852;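 active means percent inhibition above its own plate's cutoff, namely the mean of that plate's compound wells plus 3 SD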;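 further: peak over basal fluorescence ratio during 140 s after agonist addition; 0% = ACh EC80 plus DMSO and 100% = DMSO alone without agonist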
Target sequence (P11229 whole entry, looked up): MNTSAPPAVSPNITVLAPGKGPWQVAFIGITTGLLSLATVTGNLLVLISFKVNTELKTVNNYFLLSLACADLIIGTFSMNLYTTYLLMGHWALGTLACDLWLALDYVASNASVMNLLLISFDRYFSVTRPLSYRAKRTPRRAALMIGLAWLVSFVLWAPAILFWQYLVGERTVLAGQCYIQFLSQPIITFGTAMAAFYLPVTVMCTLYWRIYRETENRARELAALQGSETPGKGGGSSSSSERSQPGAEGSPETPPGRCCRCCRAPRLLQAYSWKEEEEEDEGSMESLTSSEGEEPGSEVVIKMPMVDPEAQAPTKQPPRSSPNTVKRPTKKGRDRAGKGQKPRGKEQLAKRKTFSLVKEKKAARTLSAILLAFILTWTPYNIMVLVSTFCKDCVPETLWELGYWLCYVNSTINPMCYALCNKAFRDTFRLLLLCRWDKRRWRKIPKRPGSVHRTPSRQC
CHRM1 agonist: agonists of human M1 muscarinic receptor | 0.33% of 360,000 active | AID 588814 | P11229 | CHO-K1 hM1, Fluo-8 calcium fluorescence, agonist mode; 0% DMSO, 100% acetylcholine EC100 | activation, % at 3 µM;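 active means activation above the run's mean compound activation plus 3 SD, cut at about 16% in these data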;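 further: peak over basal fluorescence ratio within a 140 s kinetic read after compound addition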
OXTR potentiator: human OXTR potentiation; P30559; CHO-OTR cells, Fluo-8 calcium fluorescence, potentiator mode; 0% = oxytocin EC15, 100% = EC100; activation, % at 3 µM; 0.061% of 320,000 active;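 active means activation above that plate's cutoff, the mean activation of tested compounds plus 3 SD, cut at about 6.6% in these data, passing the limit was not always enough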;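 further: 100% uses oxytocin at 75 nM as the full agonist control; some results filed as inactive read as strong as hits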
Target sequence (P30559 whole entry, looked up): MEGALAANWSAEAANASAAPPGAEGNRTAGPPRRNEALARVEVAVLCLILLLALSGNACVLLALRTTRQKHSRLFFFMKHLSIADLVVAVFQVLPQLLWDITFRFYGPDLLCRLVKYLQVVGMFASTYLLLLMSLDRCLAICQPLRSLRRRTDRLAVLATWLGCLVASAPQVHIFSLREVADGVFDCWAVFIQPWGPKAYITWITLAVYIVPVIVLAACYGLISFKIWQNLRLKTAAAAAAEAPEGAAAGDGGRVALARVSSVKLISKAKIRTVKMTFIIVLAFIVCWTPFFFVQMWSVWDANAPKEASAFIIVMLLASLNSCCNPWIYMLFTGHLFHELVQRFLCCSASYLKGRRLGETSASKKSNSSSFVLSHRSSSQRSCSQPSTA
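Dosing: Single dose, 3.0 µM nominal final compound concentration | Material: Human OTR in CHO cells | Technique: Kinetic Fluo-8 calcium fluorescence | Benchmarks: EC15 oxytocin alone as 0%, 75 nM oxytocin as 100% | Probe or stimulus: Oxytocin at about EC15, sub-maximal agonist stimulus | Incubation: Compound 6 min at room temperature before oxytocin, 100 s read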
TAAR1 antag: antagonists of human TAAR1 | Q96RJ0 | CHO RD-HGA16 TAAR1, Fluo-8 calcium fluorescence, antagonist | inhibition, % at 3 µM | 1.5% of 360,000 active | AID 624466;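 active means inhibition above a per-plate cutoff, the mean inhibition of test compounds on that plate plus 3 SD, cut at about 49% in these data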;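 further: 0% = DMSO plus EC80 beta-PEA response and 100% = DMSO alone without agonist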
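Test system – hTAAR1-expressing CHO RD-HGA16 cells, Gα16-coupled · Also added – β-PEA at EC80 concentration, post-compound challenge · Compound – 3 µM, single point · Incubation – dye loading 75 min at 37 °C, then 30 min room temperature · Measured by – Fluo-8 intracellular calcium dye fluorescence, real-time kinetic reads · Benchmarks – vehicle and agonist controls · Replicates – singlicate, one well per test compound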
Numbers without * were called inactive; . = not tested or not shown.

SMILES	CHO-K1 Ca ag	CHO parental Ca	TAAR1 ag	CHO-K1 Ca antag	CHO-K1 Ca PAM	M1 antag	CHRM1 agonist	OXTR potentiator	TAAR1 antag
COc1cc(/C=C/c2c([N+](=O)[O-])c(=O)n(C)c(=O)n2C)cc(OC)c1OC	0.3	-8	3	-15	2	-3	-2	6	3
Cc1cc(Br)ccc1NC(=O)C1CCCO1 (configuration not stated)	-0.3	-4	3	-2	12	3	-11	4	-6
CCOc1ccc(C2=Nc3ccc(Br)cc3C(c3ccc(N4CCOCC4)cc3)=NN2)cc1	0.4	-9	2	-6	17	-13	-7	-7	7
CCOC(=O)C(C)NC(=O)C(NC(=O)C1CCC(CC)CC1)C(C)C (configuration not stated)	0.0	-30	-4	-11	9	-1	-3	-16	6
COC(=O)COc1ccc(S(=O)(=O)N2CCc3ccccc3C2)cc1C	2.4	-17	2	-6	14	2	-6	-4	6
CCCCc1nc2cc(C(=O)N3CCCCC3COC)ccc2o1 (configuration not stated)	0.7	-17	-1	-4	-19	1	-1	-2	8
COc1ccc(CNC(=O)c2cc(-c3cc(C)cc(C)c3O)n[nH]2)cc1	0.2	-8	0	-6	0	-18	-3	-14	-35
CCc1nnc(NC(=O)CSc2nc3cc4c(cc3cc2C)OCCO4)s1	0.2	-5	9	3	3	1	-4	-4	-8
COc1cccc(/C=C/C(=O)OCC(=O)N2CCCC2)c1OC	0.1	-11	2	-16	8	5	-2	-6	-19
COc1ccc2nc(NC(=O)c3cccc(N4C(=O)CCC4=O)c3)sc2c1	6.3	6	17	-21	17	-2	-2	-3	25
Cc1cc(C)nc(/N=C(\N)Nc2ccc(OCCC(C)C)cc2)n1	33*	68*	145*	52*	-12	84*	33*	-25	103*
O=C(C(Cl)Cl)N1CCN(Cc2ccc3c(c2)OCO3)CC1	0.3	0	2	-3	-15	-14	-6	-6	0
O=C(CN(CCc1ccccc1)S(=O)(=O)c1ccc(Cl)cc1)N/N=C/c1ccc2c(c1)OCO2	0.4	-22	-1	-11	21	-7	-5	-2	-16
CCn1c(CSc2nc3ccccc3s2)nnc1SCC(=O)OC(C)(C)C	3.2	-24	7	1	-16	0	3	-11	-10
COc1ccc(S(=O)(=O)N2CCCC(C(=O)N3CCCC3)C2)cc1OC (configuration not stated)	0.1	1	0	12	-1	1	-3	-10	-6
C=CCn1c(SCc2ccc(C(=O)NCCO)cc2)nc2ccccc2c1=O	4.0	-15	4	-9	14	-8	2	-3	-16
COc1ccc(CC(NC(C)=O)C(=O)NC2CCN(C(=O)Nc3ccccc3C)CC2)cc1OC (configuration not stated)	2.2	6	5	-19	20	-11	-2	-10	-5
Cn1cc(SCC(=O)NCC2CCCO2)c2ccccc21 (configuration not stated)	4.2	-6	1	0	17	1	0	0	-32
O=S(=O)(c1ccc(Br)cc1Cl)N1CCCN(c2ccc(C(F)(F)F)cn2)CC1	2.6	-20	1	5	0	15	-4	-8	16
O=C(C1CCCO1)N1CCN(C(=O)C23CC4CC(CC(C4)C2)C3)CC1 (configuration not stated)	-0.1	.	1	-12	2	-9	-1	.	-6
Cc1ccc(C(=O)N2CCCC(C(=O)Nc3cccc(-c4ccc(F)cc4)c3)C2)cn1 (configuration not stated)	5.9	-40	2	-12	6	-14	-1	-8	-5
C=CCN(Cc1ccc(Cl)s1)C(=O)CNC(=O)CNC(=O)c1ccc(Cl)cc1Cl	3.3	-24	9	12	-15	6	-5	-8	12
CN1CCN(c2ncnc3c2ncn3[C@H]2CN(Cc3ccncc3)C[C@@H](CO)O2)CC1	-0.1	.	1	7	2	-16	0	.	-12
COc1ncccc1C(=O)N1CCCC(C(=O)c2cc(F)ccc2F)C1 (configuration not stated)	1.7	-15	2	-2	25	-2	-9	-3	-9
CC(=O)NCCC(=O)Nc1nc(-c2ccccc2Cl)cs1	1.7	-3	3	-10	8	-7	-1	-5	13
Cc1nn(Cc2c(F)cccc2Cl)c(C)c1[N+](=O)[O-]	-0.2	-4	1	-2	11	-2	-7	6	4
CC1CCCCC1NC(=O)COC(=O)COc1ccccc1Cl (configuration not stated)	0.7	-13	6	-16	21	-2	-4	-4	12
C=CCNC(=O)CC(=O)N/N=C/c1ccc(F)cc1	1.0	0	14	-10	24	-5	-6	-6	0
Nc1c(Cl)c(Cl)nc(C(=O)OCC(=O)NCc2ccccc2)c1Cl	2.8	-19	2	-2	-1	2	1	-9	17
COc1cc(C(c2c(C)[nH][nH]c2=O)c2c(C)[nH][nH]c2=O)cc(OC)c1OC	1.0	-11	12	-14	22	-4	-7	-11	-14
Cc1csc2nc(CNC(=O)CCC(=O)O)cn12	5.5	-3	5	1	13	-16	0	-4	-13
O=C(Nc1ccccc1C(=O)N1CCOCC1)C1CC(=O)N(C2CCCC2)C1 (configuration not stated)	0.1	-7	6	-9	9	-9	-4	-4	0
COc1ccc(NC(=O)C2CCC(CNc3c(N4CCOCC4)c(=O)c3=O)CC2)cc1Cl (configuration not stated)	6.6	-25	0	-3	14	-12	-3	-6	-28
C=CCc1c(C)nc(-c2ccccc2)nc1N/N=C/c1ccncc1	1.6	-30	5	-19	14	-7	-5	0	11
NC(=O)c1cccc(-c2coc3c(C(=O)NC4CCCCC4)cccc23)c1	8.4	.	4	0	-3	8	0	.	37
CCOC(=O)C1=C(C)N(C)C(=O)C1CC(=O)O (configuration not stated)	0.3	-7	5	-9	26	-5	-4	2	-1
Cc1cccc2cc(CN(Cc3nnnn3C3CCCCC3)C3CCCC3)c3nnnn3c12	0.0	-3	-1	-8	-13	-4	-3	-5	-2
COc1ccc(OC)c(/C=N/NC(=O)CCCC(=O)Nc2cccc(Br)c2)c1	1.5	-18	7	-25	-7	2	-7	-7	0
COc1ccc(NC(=O)CN(C)C(=O)Cc2c[nH]c3ccccc23)cc1	0.2	-3	0	-10	-10	12	-6	-6	-1
Cc1ccc2n(n1)c(=O)c(Cc1ccccc1)c([O-])[n+]2-c1ccccc1	0.6	2	0	-18	23	-13	-4	-3	21
CC(=O)c1cc2c(cc1NC(=O)C1CN(C(C)=O)c3ccccc3O1)OCO2 (configuration not stated)	0.1	-9	4	-6	0	-3	-1	-5	8
Cc1ccc(C(=O)N/N=C/c2ccc(S(=O)(=O)O)o2)c(Cl)c1	0.1	-12	5	2	12	-22	-3	2	6
C/C(O)=C(/C#N)c1nc2ccccc2[nH]1	0.4	-6	3	-1	1	6	-1	1	-8
CCOc1ccc(OCc2ccc(C(=O)N3CCc4ccccc4C3)o2)cc1	-0.1	-5	17	-3	-3	-22	4	0	1
CCCN(CC(=O)Nc1ccc(Cl)cc1Cl)C(=O)/C=C/c1ccco1	1.4	-21	5	-8	27	-6	-9	-4	-11
Cc1ccc(N2CCN(C(=S)c3ccc(-c4ccccc4[N+](=O)[O-])o3)CC2)cc1	4.6	11	0	-14	27	-5	-3	-15	-17
COc1cc(OC)cc(C(=O)N[C@H](C(=O)OCn2nnc3ccccc3c2=O)C(C)C)c1	4.0	-20	1	-21	-4	12	-8	-11	-21
CCCc1cc(C(=O)N2CCCC(C(=O)c3cccc4ccccc34)C2)n(C)n1 (configuration not stated)	7.9	-23	-2	1	16	1	0	-9	3
CN(CC(=O)Nc1ccccc1C(F)(F)F)C(=O)CSCc1ccccc1	1.0	-11	2	-5	-16	3	0	-6	-20
O=C1C(=O)N(CCO)C(c2ccccc2)/C1=C(\O)c1ccccc1 (configuration not stated)	0.0	-2	2	-7	12	-15	-1	6	-11
COc1ccc(CN(C)CC(=O)Nc2ccc(SC(F)F)cc2)cc1OC	4.6	-9	5	-1	7	-1	-4	-10	5
Cc1cc(O)cc2c1C(c1ccc(F)cc1)CC1(CC(C)(C)NC(=S)N1)O2 (configuration not stated)	0.5	-21	.	-4	7	-2	-9	-12	.
Cc1cc(C)n(/N=C/c2cc([N+](=O)[O-])ccc2O)c(=O)c1	1.4	-2	2	-1	20	-5	-2	-10	9
COc1ccccc1NS(=O)(=O)c1cc(NC(=O)CCNC(C)=O)ccc1N1CCCCC1	2.3	-12	3	-1	3	-5	-1	-4	-2
CSc1ccc(S(=O)(=O)NCC(=O)OC(C)C(=O)NCc2ccccc2)cc1[N+](=O)[O-] (configuration not stated)	2.0	9	4	-4	7	-3	-4	-7	-5
COc1ccc2c(c1)[C@H]1[C@H](CO2)[C@H](c2ccccc2)[C@]2(C)C(=O)Nc3ccc(F)cc3C(=O)N12	0.1	-24	1	-13	13	13	-10	-6	-9
CCNc1ccc(C2(O)C(=O)c3ccccc3C2=O)cc1	0.1	-3	0	-1	3	-11	-7	1	6
CN(C)S(=O)(=O)c1ccc(S(=O)(=O)N2CCN(CCC#N)CC2)cc1	-0.2	-10	0	-11	5	-14	1	-7	-3
Cc1c(C(=O)NCCCN2CCOCC2)oc2ccc(S(=O)(=O)N3CCOCC3)cc12	2.6	-14	2	3	-1	6	-11	7	24
N#Cc1ccc(OCC(=O)N2CCc3ccccc32)cc1	0.0	-7	2	10	-5	3	-1	-10	11
O=C(Cn1c(=O)oc2cc(S(=O)(=O)N3CCCCC3)ccc21)N1CCCCC1	1.2	-8	1	-5	-6	-15	-5	0	-8
